Screening results from PubChem.
MgcRacGAP inhibition: MgcRacGAP GTPase-activating activity inhibitors, confirmation, biochemical, ADP Hunter fluorescence; actives 0.6% (n = 340,000); MgcRacGAP-stimulated Rac1 GTP hydrolysis, ADP Hunter fluorescence; higher % means a stronger effect; GST-tagged Rac1 F28L mutant substrate; inhibition, % at 30 µM; hits with a dose series show IC50 in µM;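 active = first-screen hits whose inhibition reached a set limit at any dose in the follow-up dose series; inconclusive = inhibition above the set first-screen limit but never retested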;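 note: fluorescence reports GDP produced by GAP-driven GTP hydrolysis; strong numbers were not always called active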
Large T inhibition: TAg ATPase/helicase activity blockers – biochemical (AID 1903); SV40 large T antigen ATPase/helicase inhibition assay; higher % means a stronger effect; inhibition, % at 20 µM; hits with a dose series show IC50 in µM; actives 0.39% (n = 310,000); in the data active = a potency from the dose series; inconclusive = inhibition mostly from about 32% at the one dose, without a potency; inactive = the rest, 99 in 100 with inhibition below about 32%; note: strong numbers were not always called active
Yfh1-off respiration: mitochondrial function rescue without frataxin homolog – Friedreich's ataxia, plus single-dose screen, dose response (AID 1465); S. cerevisiae Yfh1-off respiration, WST-1 reduction, 72 h; higher fold induction means a stronger effect; actives 0.074% (n = 220,000); fold induction at 50 µM, or EC50 in µM where a hit was titrated;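 active = fold induction of absorbance versus untreated yeast above a set limit, then at least 30% activation at any dose in follow-up; inconclusive = repeats straddling the limit, or above it without dose testing; inactive = fold induction below the set limit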;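 note: activators that raise dye reduction in frataxin-depleted yeast; strong numbers were not always called active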
GPR55 beta-arrestin: GPR55 agonists via beta-arrestin recruitment, primary screen, imaging, U2OS cells, beta-arrestin-GFP redistribution (AID 1961). U2OS GPR55 beta-arrestin-GFP redistribution imaging; higher % means a stronger effect. activation, % at 10 µM, or EC50 in µM where a hit was titrated. actives 0.048% (n = 290,000);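 active = activation above 40% with more than 50 cells counted in the well; inconclusive = wells holding fewer than 50 cells, flagged as toxic or sparse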;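 note: U2OS osteosarcoma cells stably expressing GPR55 and beta-arrestin-GFP; plate controls were DMSO negative control for no effect and LPI positive control for full effect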
NTR1 ag: agonists of NTR1, primary screen, imaging, U2OS cells, beta-arrestin-GFP, high content (AID 493036); P30989; NTR1-U2OS beta-arrestin-GFP spot imaging, agonist mode; activation, % at 20 µM; actives 0.17% (n = 330,000);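 active = activation at or above 40% of the spot to cytoplasm intensity ratio, with at least 20 cells analyzed; inconclusive = wells under 20 cells, flagged as cytotoxic or low count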;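 note: 0% = DMSO without peptide and 100% = 100 nM NTR1 peptide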
Target sequence (P30989 whole entry, looked up): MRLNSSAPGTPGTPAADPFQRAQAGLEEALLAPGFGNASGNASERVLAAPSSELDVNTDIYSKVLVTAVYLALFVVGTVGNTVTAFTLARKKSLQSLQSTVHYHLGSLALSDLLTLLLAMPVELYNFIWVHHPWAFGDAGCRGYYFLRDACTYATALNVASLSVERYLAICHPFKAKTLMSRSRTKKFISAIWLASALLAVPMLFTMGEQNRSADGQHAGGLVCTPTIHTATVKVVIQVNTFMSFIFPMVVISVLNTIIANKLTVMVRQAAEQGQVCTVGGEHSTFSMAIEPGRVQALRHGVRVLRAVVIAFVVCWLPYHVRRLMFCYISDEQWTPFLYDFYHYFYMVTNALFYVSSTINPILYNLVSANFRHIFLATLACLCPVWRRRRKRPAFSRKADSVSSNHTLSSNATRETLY
GPR55 LPI antagonism: GPR55 antagonists blocking LPI-driven arrestin recruitment, primary screen, imaging, U2OS, beta-arrestin-GFP, LPI agonist (AID 2013) | actives 0.13% (n = 290,000) | U2OS GPR55 beta-arrestin-GFP translocation imaging, LPI antagonism; higher % means a stronger effect | inhibition, % at 10 µM; hits with a dose series show IC50 in µM;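 active = spots per cell inhibited over 60%, with over 100 cells counted and total cytoplasm intensity under 500,000; inconclusive = wells with under 100 cells, flagged as likely toxic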;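 note: U2OS cells stably carrying GPR55 and arrestin-GFP stimulated by 5 µM LPI near EC80; imaged beta-arrestin-GFP aggregate spots per cell after agonist stimulation; plate controls were LPI-stimulated DMSO wells for no effect and DMSO wells without LPI for full effect; some results filed as inactive read as strong as hits; confirmed hits need IC50 under 10 µM and bright autofluorescent wells are also inconclusive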
GPR35 antagonists: GPR35 antagonists blocking zaprinast-driven arrestin recruitment, primary screen, imaging, U2OS, beta-arrestin-GFP, zaprinast agonist (AID 2058); U2OS GPR35 beta-arrestin-GFP translocation imaging, zaprinast antagonism; higher % means a stronger effect; inhibition, % at 10 µM; hits with a dose series show IC50 in µM; actives 0.052% (n = 290,000);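 active = inhibition of at least 50% with at least 30 cells and total cytoplasm GFP at most 10,000,000; inconclusive = under 30 cells or total GFP of 10,000,000 plus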
Dengue-2 NS5 capping: Dengue-2 NS5 methyltransferase inhibitors, primary screen, biochemical, confirmation dose response (AID 588689); Dengue-2 NS5 methyltransferase capping enzyme assay, biochemical; higher % means a stronger effect; inhibition, % at 25 µM; hits with a dose series show IC50 in µM; actives 0.3% (n = 340,000); in the data active = a potency from the dose series; inconclusive = inhibition above about 29% without an active follow-up result
AID2073: inhibitors of Mint1-CaV2.2 protein interaction, biochemical, HTRF (AID 2073); inhibition, % at 20 µM, or IC50 in µM where a hit was titrated; actives 0.19% (n = 290,000); HTRF protein-protein interaction, Mint1-CaV2.2; higher % means a stronger effect; in the data active = inhibition mostly above about 51%, no sharp cut-off; inconclusive = no clear call, values can overlap the other calls; inactive = mostly below about 53%; note: some results filed as inactive read as strong as hits
NTR1 ag cell count 20 µM: recorded beside NTR1 ag, whose call it bears; cell count; measured here: cell count, cytotoxicity flag
Dengue-2 NS5 capping pilot replicate: second read-out of Dengue-2 NS5 capping, no call of its own (marks repeat the call); inhibition, %; measured here: pilot screen replicate inhibition
Active calls of the source: *; i = inactive; ? = inconclusive; nt = no result given; & = joins results of further samples; ! = repeats disagree. No enrichment for hits. Share with any hit: about 1.7%.

SMILES | MgcRacGAP inhibition | Large T inhibition | Yfh1-off respiration | GPR55 beta-arrestin | NTR1 ag | NTR1 ag cell count 20 µM | GPR55 LPI antagonism | GPR35 antagonists | Dengue-2 NS5 capping | AID2073 | others
CC1(C)CC(NC(=O)c2cc(S(=O)(=O)N3CCOCC3)c(Cl)cc2Cl)CC(C)(C)N1 | -3% | 2% | nt | nt | 1.7 | 61 | nt | nt | -9% | nt
COc1ccc(S(=O)(=O)N(C)CC(=O)NC2CC2)cc1 | 5% | 10% | i | -0.1% | 1.1 | 50 | 18% | 2% | 1% | 6%
CC(NC(=O)C(=O)Nc1nccs1)c1ccccc1 (stereo not drawn) | 8% | 10% | i | 0.3% | 1.1 | 48 | 3% | -7% | -7% | -2%
Cc1ccc(SC/C(O)=C(\C#N)c2nc3ccccc3n2C)cc1 | 6% | 0% | i | -0.1% | 5.3 | 40 | 7% | -4% | 3% | 0%
CCc1ccc2c(c1)/C(=N/OC)C(=O)N2 | 4% | 7% | i | -0.2% | -0.2 | 91 | 1% | -3% | 4% | -2%
CCCCN(C(=O)c1ccc2c(c1)OCCO2)c1c(N)n(CC(C)C)c(=O)[nH]c1=O | 5% | 7% | nt | nt | -0.3 | 65 | nt | nt | 2% | nt
O=C(NCc1ccc(Cl)cc1)c1cc([N+](=O)[O-])ccc1Cl | 3% | 5% | i | -0.1% | 2.5 | 89 | -12% | 14% | 4% | 14%
COc1ccc(OC)c(C2=NOC(C(=O)N3CCCc4ccccc43)C2)c1 (stereo not drawn) | 7% | 5% | i | -0.1% | -1.3 | 78 | 22% | 0% | -4% | 5%
CC(C)(C)c1ccc(/C=N/N2CCN(c3ccccn3)CC2)cc1 | nt | 13% | i | -0.1% | 0.4 | 49 | -1% | 0% | nt | -9%
COC(=O)c1ccccc1NC(=O)CN1CCC(NC(=O)c2ccc(C)cc2)CC1 | 1% | 10% | i | -0.2% | 11 | 86 | 7% | 13% | -5% | -3%
Cc1cccn2c(=O)nc(SCC(=O)N3CCN(c4ccccc4)CC3)nc12 | 6% | 2% | nt | nt | -1.1 | 60 | nt | nt | 1% | nt
CC1(C)CC(NC(=O)c2ccccc2Cl)CC(C)(C)N1 | 9% | 9% | i | -0.2% | 1.3 | 36 | 0% | -6% | -1% | 16%
O=C(c1ccc(=O)oc1)N1CCN(C(c2ccccc2)c2ccccc2)CC1 | 5% | 1% | i | -0.2% | -0.9 | 53 | 0% | 0% | -3% | 1%
O=C(N/N=C\c1cccnc1)c1ccc(Cl)cc1Cl | 9% | 18% | nt | 0.3% | 0.0 | 92 | 0% | -8% | -5% | -2%
Cc1ccc(NC(=O)CC2S/C(=N/N=C/C=C/c3ccccc3)NC2=O)cc1Cl (stereo not drawn) | -1% | 8% | i | 0.0% | -1.3 | 65 | 1% | -4% | -6% | 39%
N#CCCN(CCC#N)C(=O)c1ccc2c(c1)OCO2 | 0% | 1% | i | -0.1% | -1.2 | 86 | 2% | -4% | -2% | 2% | Dengue-2 NS5 capping pilot replicate=3.3
CC1=C(C(=O)N2CCOCC2)C(c2ccc(O)cc2)NC(=S)N1 (stereo not drawn) | 5% | 12% | i | -0.3% | 2.9 | 74 | -4% | 5% | 0% | -15%
COc1ccc(-n2nnnc2SCC(=O)N2CCCc3ccccc32)cc1OC | 6% | 7% | i | 0.2% | 0.0 | 62 | -4% | -2% | -2% | 13%
O=C1c2ccccc2C(O)N1CCN1CCOCC1 (stereo not drawn) | 4% | 7% | i | -0.1% | -2.3 | 48 | 92% | 2% | -3% | -1%
CC(=O)c1ccc(S(=O)(=O)N2CCc3ccccc3C2)cc1 | 11% | 4% | nt | -0.1% | 3.1 | 60 | -14% | 6% | -3% | -4% | Dengue-2 NS5 capping pilot replicate=-5.8
Cc1nc2cc(NC(=O)CCS(=O)(=O)c3ccccc3)ccc2s1 | -11% | -2% | i | 0.0% | -2.4 | 80 | 4% | -1% | -8% | 2%
O=C(c1ccc(Cl)c(S(=O)(=O)N2CCOCC2)c1)N1CCCCC1 | 3% | 5% | i | 0.2% | 1.1 | 50 | 3% | -1% | -6% | 1%
COc1ccc(S(=O)(=O)Oc2ccccc2C(=S)N2CCOCC2)cc1 | 8% | 5% | nt | 0.0% | 0.1 | 68 | 10% | 7% | -4% | -18%
CCCN1Cc2cccc(C(=O)NCCCOC(C)C)c2C1=O | 6% | -1% | i | -0.1% | -2.3 | 88 | 4% | -4% | 7% | -1%
O=C(O)CCc1ccc(-c2ccc(Cl)cc2)n1NC(=O)c1ccc(O)cc1 | 3% | 0% | i | -0.1% | 2.9 | 42 | 9% | 13% | -4% | 16%
CCN1CCN(Cc2ccc(NC(=O)c3ccc(C)c(/C=C/c4cnc(Nc5cc(N6CCNCC6)nc(C)n5)cn4)c3)cc2C(F)(F)F)CC1 | 41µM*! | 16% | nt | -0.3% | -5.5 | 87 | 31% | -22% | -42%&-42% | 2%
Cn1c(=O)oc2cc(S(=O)(=O)Nc3ccc(Cl)cc3F)ccc21 | 9% | 4% | i | 0.0% | 0.8 | 55 | 7% | 15% | -1% | 9%
COc1ccc(-c2n[nH]c(=S)nc2-c2ccc(OC)cc2)cc1 | 6% | 7% | nt | -0.1% | 1.1 | 50 | 5% | -5% | -6% | -16%
Cc1cccc(NS(=O)(=O)c2cc3c(cc2C)NC(=O)CO3)c1 | 0% | 1% | nt | 1.1% | 1.0 | 69 | -3% | -7% | 3% | 11%
CCOc1ccc(-c2c(C(=O)N/N=C/c3ccc(Cl)cc3)nnn2-c2nonc2N)cc1 | 11% | 12% | nt | -0.2% | 8.3 | 69 | 13% | -10% | 1% | 7%
O=c1c2ccccc2[nH]c(=S)n1CCCn1ccnc1 | 10% | 3% | nt | 0.0% | -1.3 | 92 | -1% | -4% | -1% | -25%
Cc1ccc(S(=O)(=O)NC2c3cccc4cccc(c34)C2Sc2ncccn2)cc1 (stereo not drawn) | 2% | 6% | i | 0.0% | 5.1 | 32 | -4% | -7% | -7% | 9%
Cc1cccnc1NC(=O)c1cccc(S(=O)(=O)N2CCN(c3ccc(F)cc3)CC2)c1 | 8% | 14% | nt | -0.1% | 3.5 | 63 | 13% | -5% | -3% | 10%
CN1CCN(C2=C(Cl)C(=O)N(C3CCCCC3)C2=O)CC1 | -2% | 0% | i | -0.1% | 2.8 | 72 | -2% | -16% | 9% | 2%
CCC(C)(C(=O)NC1CCCC1)N(C(=O)c1ccccn1)c1ccccc1 (stereo not drawn) | 3% | 4% | i | -0.1% | 1.6 | 79 | 12% | 30% | 0% | 0%
Cc1nc(CN(C)C(=O)CC2C(=O)NCCN2Cc2ccc(-c3ccccc3)cc2)cs1 (stereo not drawn) | 9% | 3% | nt | 0.0% | 1.0 | 52 | 5% | -6% | -6% | -1%
CN(Cc1c(C(=O)N/N=C/c2cccc(O)c2)nnn1-c1nonc1N)c1ccccc1 | 5% | 10% | nt | -0.1% | 1.2 | 60 | -28% | -13% | 9% | 3%
COc1ccc(C(c2nnnn2C2CCCCC2)N2CCN(C)CC2)c(OC)c1 (stereo not drawn) | 6% | -7% | i | -0.1% | -0.5 | 53 | -4% | 9% | -1% | 6%
O=C(O)CCSCCCN1C(=O)c2cccc3cccc(c23)C1=O | 9% | 11% | i | 1.2% | -0.9 | 69 | -10% | -8% | -4% | -1%
CCCn1cnnc1CNC(=O)C1CCC(=O)N(CCc2cccc(F)c2)C1 (stereo not drawn) | 1% | 16% | nt | -0.1% | 0.1 | 67 | -2% | 8% | -3% | -4%
O=c1ccn(Cc2ccccc2)c2ccccc12 | 12% | 0% | i | -0.1% | 1.4 | 54 | 3% | 11% | -8% | 3%
CCc1c(C(=O)N/N=C/c2cccs2)nnn1-c1nonc1N | 10% | 9% | nt | 0.1% | -1.8 | 40 | 2% | -6% | -6% | 40%
Cc1cc(S(=O)(=O)N2CCN(c3ncccn3)CC2)ccc1-n1cnnn1 | 3% | 6% | nt | 0.7% | 0.8 | 85 | -14% | 4% | -4% | 0%
C=CCn1c(COc2ccccc2F)nnc1SCC(=O)N1CC(=O)Nc2ccccc21 | 9% | 1% | i | 0.2% | -1.1 | 87 | 3% | -6% | ? | -3%
CC1CN(C)C(C)c2c1oc1ccc([N+](=O)[O-])cc21 (stereo not drawn) | -16% | 2% | i | -0.1% | 1.0 | 31 | 10% | 15% | 5% | 3%
CCn1c(-c2ccc(C)cc2)nn(CC(=O)NCCc2ccccc2)c1=S | 10% | 9% | i | 0.2% | 1.5 | 57 | 6% | -6% | -7% | -4%
OCC1(CC2CCCCO2)CCN(C/C=C/c2ccccc2)CC1 (stereo not drawn) | 2% | -16% | i | -0.1% | -0.9 | 81 | 0% | 29% | 1% | -18%
CC(=O)N1CCN(c2cc3c(cc2F)c(=O)c(C(=O)O)cn3C2CC2)CC1 | 4% | 7% | i | 0.0% | 0.2 | 41 | -1% | -1% | -2% | 19%
O=C(O)CC(SCC(=O)Nc1ccc(Br)cc1)C(=O)O (stereo not drawn) | 1% | 3% | i | -0.1% | 3.2 | 47 | -17% | 15% | 6% | -5%
COc1ccc2nc(NC(=S)N(C)C)sc2c1 | 10% | 29% | i | -0.1% | 2.9 | 54 | -8% | 15% | -2% | -5%
CCCn1c(SCCN2CCOCC2)nc2c1c(=O)n(C)c(=O)n2C | 2% | 11% | nt | -0.2% | -0.5 | 57 | -5% | 0% | -2% | -3%
CSCC[C@H](NC(=O)[C@@H]1Cc2c([nH]c3ccccc23)C2c3ccccc3C(=O)N21)C(=O)NCC1CCCO1 (stereo partly drawn) | 0% | 6% | nt | -0.2% | -1.2 | 77 | -14% | -5% | 0% | -6%
COc1ccc(C(=O)Oc2ccc3oc(=O)sc3c2)cc1 | 12% | 32% | i | 0.0% | 3.4 | 70 | 13% | -12% | -4% | 1%
